High-throughput results from PubChem.
SR-BI HDL uptake: blocks mouse SR-BI lipid uptake from DiI-HDL | Q61009 | ldlA[mSR-BI] CHO cells, DiI-HDL uptake fluorescence, 3 h | inhibition, % at 12.5 µM | 320,000 tested, 0.96% active;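 active = mean replicate inhibition of at least 70% and a set share of replicates each scoring 70 or more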;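 also: 0% = median of neutral control wells and 100% = median of positive control wells; values of inactives mirror those of a sister screen read the other way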
Target sequence (Q61009 whole entry, looked up): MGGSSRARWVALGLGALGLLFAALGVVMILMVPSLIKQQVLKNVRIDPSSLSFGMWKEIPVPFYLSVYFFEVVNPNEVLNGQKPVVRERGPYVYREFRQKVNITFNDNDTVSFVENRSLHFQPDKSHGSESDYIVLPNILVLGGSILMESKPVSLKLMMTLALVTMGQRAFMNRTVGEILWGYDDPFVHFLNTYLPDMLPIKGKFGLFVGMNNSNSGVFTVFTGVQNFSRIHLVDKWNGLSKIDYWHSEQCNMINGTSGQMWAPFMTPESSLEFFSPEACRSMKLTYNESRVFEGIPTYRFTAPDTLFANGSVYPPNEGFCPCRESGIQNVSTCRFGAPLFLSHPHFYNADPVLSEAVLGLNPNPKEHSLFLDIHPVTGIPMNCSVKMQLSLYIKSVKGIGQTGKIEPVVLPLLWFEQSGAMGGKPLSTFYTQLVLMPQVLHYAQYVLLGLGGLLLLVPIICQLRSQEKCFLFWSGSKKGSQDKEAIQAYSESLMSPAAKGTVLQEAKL
Wnt bcat act: activators of Wnt/beta-catenin signaling | activation, % at 9.35 µM | AID 743398 | Wnt/beta-catenin reporter cell assay, activator, plate reader | 300,000 tested, 1.2% active; in the data active = activation above about 30%, passing the limit was not always enough;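 also: 0% = neutral control wells and 100% = positive control wells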
SR-BI uptake up: enhances SR-BI lipid uptake from DiI-HDL. AID 504775. CHO ldlA[mSR-BI] cells, DiI-HDL uptake fluorescence, 3 h; 100 = double the neutral-control signal. activation, % at 12.5 µM. 320,000 tested, 0.096% active;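 active = mean replicate activation of at least 60% and every replicate at or above 60%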;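 also: 0% = median plate neutral-control signal and 100% = twice that signal; values of inactives mirror those of a sister screen read the other way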
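Material: SR-BI-overexpressing, LDLR-lacking CHO cells; schedule: compound exposure 3 h, 37 °C; reagent: DiI-labelled HDL at 10 µg/mL final; technique: bottom-read fluorescence, 550/595 nm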
dFosB activator: activators of mouse delta FosB homodimer. P13346. purified delta FosB, TAMRA-CDK5 oligo fluorescence polarization; percent of positive-control signal above neutral wells. activation, % at 25 µM. 340,000 tested, 0.99% active. AID 493131;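 active = mean activation above about 17%, with every replicate also reaching it, limit read from the data, passing the limit was not always enough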;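 also: fluorescence polarization rise as delta FosB binds a TAMRA Cdk5 AP-1 oligo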
MITF TRPM1 HTS: increases MITF-driven TRPM1 promoter luciferase signal | SK-MEL-5 TRPM1-promoter luciferase, 24 h; % of positive control, neutral wells = 0 | activation, % at 12.5 µM | 300,000 tested, 0.75% active | AID 588334;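 active = mean activation of at least 80% with every replicate also reaching 80%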;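 also: 0% = neutral control wells and 100% = parthenolide positive control wells; values of inactives mirror those of a sister screen read the other way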
cardiac RTF act: increases calcium sensitivity of human cardiac regulated thin filaments. P19429+P45379. IANBD-labeled TnC RTF fluorescence at EC20 calcium; 0% EC20 calcium, 100% full calcium. activation, % at 7.2 µM. 340,000 tested, 0.24% active. AID 493008;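 active = activation above the mean over all tested compounds plus 3 SD, cut at about 30% in these data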;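 also: rise in fluorescence read as greater calcium sensitivity of cardiac thin filaments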
Rtt109 HAT inh: inhibitors of Candida albicans Rtt109/Vps75 histone acetyltransferase | 330,000 tested, 0.16% active | Q5AAJ8 | inhibition, % at 34.9 µM | purified Rtt109/Vps75, ThioGlo CoA-SH fluorescence, 4 h;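 active = inhibition of at least 50% in every replicate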
HTR5A ag: activates human HTR5A in OPRM1-OPRD1 agonist counter-screen; P47898; HTR5A agonist assay, luminescence, cell-based; activation, % at 9.3 µM; 340,000 tested, 0.61% active; AID 504692; in the data active = activation mostly above about 9.5%, no sharp cut-off; inactive = mostly below about 7.6%;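 also: 0% = cells with vehicle only and 100% = reference agonist; strong numbers were not always called active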
CDK5 inh: blocks human CDK5/p35 kinase activity; 330,000 tested, 0.01% active; Recombinant CDK5/p35, ADP-Glo luminescence, 60 min; inhibition, % at 10 µM;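 active = highest replicate inhibition of at least 50% and at least 75% of replicates reaching 50%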;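 also: plate controls were DMSO neutral control for no effect and GW8510 at 10 µM for full effect; many of its hits are not listed in these tables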
PvdQ acylase: blocks Pseudomonas aeruginosa PvdQ acylase activity; inhibition, % at 10 µM; 340,000 tested, 0.063% active; purified PvdQ acylase, fluorescence plate reader; in the data active = inhibition above about 30%, passing the limit was not always enough;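 also: 0% = vehicle neutral wells and 100% = reference inhibitor wells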
Starred values were filed as active, the others as inactive; x = not tested or not shown.

Assay codes – A = SR-BI HDL uptake; B = Wnt bcat act; C = SR-BI uptake up; D = dFosB activator; E = MITF TRPM1 HTS; F = cardiac RTF act; G = Rtt109 HAT inh; H = HTR5A ag; I = CDK5 inh; J = PvdQ acylase
1. O=C(Nc1ccc2c(c1)OCO2)c1c(F)cccc1F
  A: 2; B: x; C: -2; D: -6; E: 68; F: -3; G: -13; H: 4; I: 0.8; J: -12

2. Cc1onc(-c2c(F)cccc2Cl)c1C(=O)N1CCCCC1
  A: -33; B: 6; C: x; D: 6; E: 7; F: -5; G: -2; H: 7; I: 0.3; J: -4

3. CN(C(=O)CSc1ncn[nH]1)C1(C#N)CCCCC1
  A: -7; B: -2; C: 7; D: -3; E: 3; F: 0; G: 13; H: -1; I: 0.1; J: -2

4. CC(C)COP(=O)(c1ccc(N(C)C)cc1)C(O)c1cccnc1 (configuration not stated)
  A: -18; B: -1; C: 18; D: -2; E: x; F: 5; G: 3; H: 2; I: -4.5; J: -26

5. COc1ccccc1NC(=O)/C(=C/c1ccncc1)NC(=O)c1ccccc1
  A: x; B: 2; C: x; D: 4; E: -7; F: -7; G: 0; H: 4; I: -2.0; J: -8

6. Cc1ccc(NC(=O)COC(=O)c2ccc3c(c2)OCO3)cc1S(=O)(=O)N1CCCCC1
  A: 10; B: -12; C: -10; D: -5; E: -6; F: -1; G: -1; H: 0; I: 2.0; J: 6

7. CCOC(=O)c1ccc(NCCOC)c([N+](=O)[O-])c1
  A: -9; B: 18; C: 9; D: -13; E: 26; F: 0; G: -2; H: -1; I: -0.4; J: -4

8. Cc1ccccc1NC(=O)c1cccc(OCc2c(C)noc2C)c1
  A: 14; B: x; C: -14; D: -4; E: 16; F: -2; G: 6; H: -1; I: 0.3; J: -5

9. CN(C)CCCNC(=O)C(=O)Nc1cc2c3c(c1)CC(=O)N3CCC2
  A: -31; B: 1; C: 31; D: -10; E: 1; F: 3; G: 9; H: -1; I: 1.2; J: -11

10. Cc1ccc2nc3n(c(=O)c2c1)CCCCC3
  A: 10; B: 18; C: -10; D: -14; E: 44; F: 0; G: 8; H: 1; I: 0.5; J: -6

(more compounds)
Fields: SR-BI HDL uptake, Wnt bcat act, SR-BI uptake up, dFosB activator, MITF TRPM1 HTS, cardiac RTF act, Rtt109 HAT inh, HTR5A ag, CDK5 inh, PvdQ acylase
11: O=C(c1ccco1)N1CCN(Cc2nnc(-c3cccc(Cl)c3)o2)CC1
  x, 0, x, -3, -8, 0, 7, 2, -0.2, 8
12: COc1ccccc1OC(C)C(=O)Nc1nc(-c2ccc(S(=O)(=O)N3CCOCC3)cc2)cs1 (configuration not stated)
  27, -5, -27, -4, -14, -4, -7, -1, 0.6, -8
13: CCc1ccc(CN(C(=O)c2ccco2)C2CCS(=O)(=O)C2)cc1 (configuration not stated)
  -10, 0, 10, -4, 7, -6, 6, 3, -0.5, 0
14: CCCCN(Cc1cc2cc(OC)ccc2[nH]c1=O)C(=O)c1ccco1
  -4, -2, 4, -10, -8, -2, -3, 1, -5.1, -11
15: CCc1ccc(-n2c(=O)c3ccccc3n(CC(=O)C(C)(C)C)c2=O)cc1
  x, 6, x, -19, 7, -2, -2, 1, 1.2, -12
16: COc1cc2c(cc1OC)C(C)N(S(=O)(=O)c1cnc(Cl)c(Cl)c1)CC2 (configuration not stated)
  18, x, -18, -10, -73, 1, -1, -4, -0.8, -17
17: CCCc1cc(CNC(=O)C2CCC(=O)N(CCc3cccc(F)c3)C2)on1 (configuration not stated)
  9, 0, -9, -2, 3, -2, 0, -2, -0.3, -15
18: CC1=C(C(N)=O)C(c2cccnc2)n2nc(SCc3ccccc3Cl)nc2N1 (configuration not stated)
  11, x, -11, 101*, -13, -4, 14, -1, -0.3, 6
19: Nc1cccc2[nH]c(C(F)(F)F)nc12
  67, 3, -67, -13, -14, 3, -3, -7, -0.2, -3
20: COc1cc(/C=C/C(=O)NCc2ccccn2)cc(OC)c1OC
  39, -3, -39, -10, 8, 0, -5, 4, 2.1, -7
21: CCOC(=O)c1c(C)[nH]c(C)c1S(=O)(=O)N1CCN(c2ccc([N+](=O)[O-])cc2)CC1
  0, -3, 0, -10, 2, -7, 2, -4, -0.7, 11
22: CN(c1ccccc1)S(=O)(=O)c1ccc(Cl)c(C(=O)Nc2nc3ccccc3[nH]2)c1
  37, -9, -37, 1, -9, -7, -9, 5, 0.3, 0
23: CN(C)c1nc(Nc2ccccc2)nc(Oc2ccc(=O)[nH]n2)n1
  4, -3, -4, -10, 0, -3, -5, 1, -0.9, -11
24: CCOc1c(Br)cc(Br)cc1/C=C1\SC(N)=NC1=O
  25, -1, -25, 25*, x, 0, 4, -3, 5.1, 0
25: COc1cc(CNCc2cccnc2)ccc1OCC(=O)NC1CCCCC1
  -6, 1, 6, -1, -3, 2, -3, -1, -3.0, -6
26: COc1ccccc1CNc1nc(SC)ncc1CO
  -4, -1, 4, -3, -3, 1, 2, 2, -4.1, -23

Taken from above.
Result for compound 22 under SR-BI uptake up: -37
Result for compound 15 under dFosB activator: -19
Result for compound 11 under Rtt109 HAT inh: 7

Retrieved one by one from the list above (6):
Fields: SR-BI HDL uptake, Wnt bcat act, SR-BI uptake up, dFosB activator, MITF TRPM1 HTS, cardiac RTF act, Rtt109 HAT inh, HTR5A ag, CDK5 inh, PvdQ acylase
20: COc1cc(/C=C/C(=O)NCc2ccccn2)cc(OC)c1OC
  39, -3, -39, -10, 8, 0, -5, 4, 2.1, -7
17: CCCc1cc(CNC(=O)C2CCC(=O)N(CCc3cccc(F)c3)C2)on1 (configuration not stated)
  9, 0, -9, -2, 3, -2, 0, -2, -0.3, -15
14: CCCCN(Cc1cc2cc(OC)ccc2[nH]c1=O)C(=O)c1ccco1
  -4, -2, 4, -10, -8, -2, -3, 1, -5.1, -11
19: Nc1cccc2[nH]c(C(F)(F)F)nc12
  67, 3, -67, -13, -14, 3, -3, -7, -0.2, -3
18: CC1=C(C(N)=O)C(c2cccnc2)n2nc(SCc3ccccc3Cl)nc2N1 (configuration not stated)
  11, x, -11, 101*, -13, -4, 14, -1, -0.3, 6
11: O=C(c1ccco1)N1CCN(Cc2nnc(-c3cccc(Cl)c3)o2)CC1
  x, 0, x, -3, -8, 0, 7, 2, -0.2, 8

3 entries out of the list above, arranged by the value under SR-BI HDL uptake, largest number first:
nr | SMILES | SR-BI HDL uptake | Wnt bcat act | SR-BI uptake up | dFosB activator | MITF TRPM1 HTS | cardiac RTF act | Rtt109 HAT inh | CDK5 inh | PvdQ acylase
12 | COc1ccccc1OC(C)C(=O)Nc1nc(-c2ccc(S(=O)(=O)N3CCOCC3)cc2)cs1 (configuration not stated) | 27 | -5 | -27 | -4 | -14 | -4 | -7 | 0.6 | -8
10 | Cc1ccc2nc3n(c(=O)c2c1)CCCCC3 | 10 | 18 | -10 | -14 | 44 | 0 | 8 | 0.5 | -6
14 | CCCCN(Cc1cc2cc(OC)ccc2[nH]c1=O)C(=O)c1ccco1 | -4 | -2 | 4 | -10 | -8 | -2 | -3 | -5.1 | -11

Down the list, from the results shown.
Compounds 11 to 22 in cardiac RTF act read 0, -4, -6, -2, -2, 1, -2, -4, 3, 0, -7, -7
Compounds 11 to 22 in SR-BI uptake up read x, -27, 10, 4, x, -18, -9, -11, -67, -39, 0, -37
